Screening data deposited in PubChem BioAssay by Fisher Drug Discovery Resource Center.
hcGAS lum: Primary biochemical luminescence assay for human cyclic GMP-AMP synthase inhibitors | Q8N884 | recombinant h-cGAS, ATP depletion, Kinase-Glo luminescence | inhibition, % at 12.5 µM | 290,000 tested, 0.081% active;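 note: 0% = vehicle reaction and 100% = reaction without DNA for no activity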
Target sequence (Q8N884 whole entry, looked up): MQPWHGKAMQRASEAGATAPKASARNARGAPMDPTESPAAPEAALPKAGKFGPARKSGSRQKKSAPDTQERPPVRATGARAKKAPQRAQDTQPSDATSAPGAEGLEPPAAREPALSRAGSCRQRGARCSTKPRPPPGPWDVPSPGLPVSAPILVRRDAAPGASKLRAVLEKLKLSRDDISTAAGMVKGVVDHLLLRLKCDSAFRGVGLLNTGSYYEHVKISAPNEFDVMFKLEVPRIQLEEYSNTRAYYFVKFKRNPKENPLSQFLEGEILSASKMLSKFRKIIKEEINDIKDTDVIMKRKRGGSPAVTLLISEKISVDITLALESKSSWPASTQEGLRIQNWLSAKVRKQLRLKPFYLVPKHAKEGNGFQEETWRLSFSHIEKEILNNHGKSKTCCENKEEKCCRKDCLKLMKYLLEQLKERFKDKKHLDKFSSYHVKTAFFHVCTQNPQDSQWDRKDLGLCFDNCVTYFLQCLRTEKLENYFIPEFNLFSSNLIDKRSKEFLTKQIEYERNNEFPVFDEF
mcGAS lum: cyclic GMP-AMP synthase inhibitors, mouse, primary biochemical chemiluminescence. Q8C6L5. recombinant cGAS, Kinase-Glo ATP depletion luminescence. inhibition, % at 12.5 µM. 160,000 tested, 0.15% active;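 note: 0% = negative control wells and 100% = reference inhibitor with no enzyme activity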
NPYLR7 ag: agonists of mosquito NPYLR7 receptor, primary screen, cell-based, Aedes aegypti, calcium fluorescence, mosquito biting behavior | Aedes aegypti neuropeptide Y-like receptor 7 (NPYLR7) | HEK293T NPYLR7/Galpha15, GCaMP6s calcium fluorescence | activation, % at 10 µM | 270,000 tested, 0.15% active; in the data active = activation above about 40%;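 note: 0% = vehicle and 100% = reference agonist at the receptor; some compounds past the cut are filed as inactive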
* marks the source's active call; other numbers are inactive results; . = no result given; & = joins results of further samples. Cut-off read from the data, not from the text of the source, unless noted: active = inhibition above about 40%; inactive = the rest.

SMILES	hcGAS lum	mcGAS lum	NPYLR7 ag
COc1cc(OC)cc(C(=O)NCC2CCCN(C/C=C/c3ccccc3OC)C2)c1 (stereo not drawn)	2	.	1
Cc1ccsc1[C@@H]1CCN(C(=O)c2ccc(-n3cnnc3)cc2)C[C@H]1O	-3	.	-4
O=C(CN1CCN(C(=O)CN2C(=O)COc3ccccc32)CC1)Nc1ccc(F)cc1	-5	-6	6
O=C(N/N=C\C(Br)=Cc1ccccc1)c1cc(C2CC2)[nH]n1	-5	-5	-6
COc1ccc(C2CC(=O)Nc3c2c(C(C)C)nn3C)cc1Cn1cccn1 (stereo not drawn)	-4	-18	11
CCC(C(=O)Nc1ccc(N2CCCCC2)c(C(=O)NCC2CCCO2)c1)c1ccccc1 (stereo not drawn)	-6	-5	-7
CNc1nc(=S)[nH]c2ccccc12	-3	-3	-2
COc1cccc(NC(=O)CN2CN(c3ccccc3)C3(CCN(C(=O)/C=C/c4ccccc4)CC3)C2=O)c1	-1	-3	-2
CN(C(=O)c1cc(CN2CCOCC2)on1)C1CCS(=O)(=O)C1 (stereo not drawn)	-5	-14	4
CCC(C(=O)N1CCC[C@@H]1C(=O)NC1CCC(NC(=O)c2ccc(OC)cc2)CC1)c1ccccc1 (stereo partly drawn)	-5	-6	-2
CC(C(=O)NC(C)(C)C)S(=O)(=O)c1nc(-c2ccccc2)cs1 (stereo not drawn)	-4	-12	11
CC1(NC(=O)Cc2csc3nc(-c4ccc(F)cc4)cn23)CCS(=O)(=O)C1 (stereo not drawn)	-2	.	7
Cc1cc(C)cc(OCc2nc(C(=O)NCCN3CCOCC3)cs2)c1	-4	-7	2
O=C(c1cccc2ccccc12)C1CCCN(C(=O)CCC(F)(F)F)C1 (stereo not drawn)	-8	.	5
CC(NC(=O)COC(=O)c1cccnc1N1CCCC1)c1ccccc1 (stereo not drawn)	-13	.	2
O=C(NC1CC(=O)N(Cc2cccc(F)c2)C1)c1c(Cl)cccc1Cl (stereo not drawn)	1	-2	-4
CN(Cc1ccc(Cl)c(Cl)c1)Cc1ncc(C(C)(C)C)o1	6	.	0
Cc1nc(Cc2ccccc2)sc1C(=O)n1ncc(C#N)c1N	-6	.	7
C=CCN1C[C@H]2CN(C)c3ccccc3[C@@H]2N(C(=O)Cc2ccccc2)CCC1=O	-2	-5	1
N#CC1C(=N)Oc2c(oc(CO)cc2=O)C12C(=O)N(Cc1ccccc1)c1ccccc12 (stereo not drawn)	-8	-10	-4
CCOc1ccc(C(=O)Nc2n[nH]c(S(C)(=O)=O)n2)cc1C	-2	.	-1
CCOc1ccccc1CN1CCN(Cc2ccn[nH]2)CC1CCO (stereo not drawn)	6	.	-9
Cc1cccnc1C(NC(=O)C1CCN(Cc2ccc(N(C)C)cc2)CC1)c1ccc(Cl)cc1 (stereo not drawn)	-4	-1	11
CC(Oc1ccccc1C#N)C(=O)Nc1cccc(C(F)(F)F)c1 (stereo not drawn)	-8	.	-7
COCCN(CC(=O)N(Cc1ccccc1)Cc1sccc1C)C(=O)c1cccc(Cl)c1	-12	-4	22

Ordered by molecular weight (largest number first): three of the compounds above.
SMILES	hcGAS lum	mcGAS lum	NPYLR7 ag
Cc1cccnc1C(NC(=O)C1CCN(Cc2ccc(N(C)C)cc2)CC1)c1ccc(Cl)cc1 (stereo not drawn)	-4	-1	11
CN(C(=O)c1cc(CN2CCOCC2)on1)C1CCS(=O)(=O)C1 (stereo not drawn)	-5	-14	4
CN(Cc1ccc(Cl)c(Cl)c1)Cc1ncc(C(C)(C)C)o1	6	.	0

(continued)
SMILES	hcGAS lum	mcGAS lum	NPYLR7 ag
O=C(O)CCC(=O)Nc1ccc(S(=O)(=O)Nc2nccs2)cc1	-4&-5	-4	-3&-6
CCOC(=O)c1nn(-c2ccc(C)cc2)c(=O)cc1N1CCN(c2ccccc2OC)CC1	-5	.	13
Cc1ccc(NC(C)(C)C(=O)N[C@H]2C[C@H]3C(=O)NCC(=O)N3C2)cc1	0	.	-2
Nc1nnc(SCC(=O)Nc2nnc(-c3ccc(Cl)cc3Cl)s2)s1	3	1	-10
CCC1(c2ccc(F)cc2)NC(=O)N(CC(=O)c2cc(C)n(Cc3ccco3)c2C)C1=O (stereo not drawn)	-5	.	3
O=c1[nH]c2c(Br)cc(Cl)cc2o1	7	23	8
Cc1ccc2c(c1)c(=O)c(-c1nc(-c3cccc(F)c3)no1)cn2C	2	3	1
Cc1cc(N2CCN(CCc3ccncc3)CC2)nc(-c2cccnc2)n1	4	3	-3
O=c1c2cc(Br)ccc2ncn1Cc1ccc(F)cc1Cl	2	.	-1
O=P(CCN1CCCCC1)(CCN1CCCCC1)c1ccccc1	-4	.	-5
Cc1nc(-c2ccccc2)sc1C(=O)Nc1c(C)nc2c(C)cccn2c1=O	-13	.	2
CC(C)(C)c1ccc(N2C(=O)/C(=C/c3ccc(-c4ccc([N+](=O)[O-])cc4)o3)C=C2c2ccccc2)cc1	-6	-6	-2
O=CC1=NN(c2ccccc2)C(c2ccccc2)C1 (stereo not drawn)	4	-6	6
Cc1ccccc1C(NC(=O)C1(c2ccccc2F)CC1)c1ccncc1 (stereo not drawn)	-3	-15	21
COc1ccc(CCN2CC3=C(C2=O)C(c2ccccc2F)NC(=O)N3C)cc1OC (stereo not drawn)	-2	-1	-2
C=CCOC1CCCN(C(=O)C2CCCC2)C1 (stereo not drawn)	-5	-5	-6
COc1ccc(C(=O)N=Nc2c(O)[nH]c3ccc(C)cc23)cc1	-7	-7	5
CSc1ccc(C(=O)C2CCCN(C(=O)c3n[nH]c(=O)c4ccccc34)C2)cc1 (stereo not drawn)	-4	-15	4
COc1ccc(NC(=O)Nc2ccc(N3CCCCC3)c(C(=O)NCC3CCCO3)c2)c(OC)c1 (stereo not drawn)	-11	-5	.
Cc1ccc2c(C)c(C(=O)NCCSc3nncn3C)oc2c1C	-8	-11	7
CCN(CC)CCCC(C)NCc1nnc(-c2ccc(Cl)cc2)o1 (stereo not drawn)	-13	.	2
Cc1cccc(-n2cc(CN(C)C(=O)c3cc(C)nc(C)n3)cn2)c1	-8	-10	2
CC1CN(Cc2ccno2)CC(C)S1 (stereo not drawn)	6	.	-1
COc1ccc(OC)c(CNC(=O)c2c(N)nc3sc4c(c3c2C(F)(F)F)CCC4)c1	-3	.	1
CCOC(=O)c1cc(-c2ccc(N3CCN(C(=O)c4ccc(Cl)nc4)CC3)cc2)n(-c2ccc(F)cc2)n1	-2	-3	16

A different layout for 3 compounds above.
molecule,hcGAS lum,mcGAS lum,NPYLR7 ag
CCC1(c2ccc(F)cc2)NC(=O)N(CC(=O)c2cc(C)n(Cc3ccco3)c2C)C1=O (stereo not drawn),-5,.,3
O=c1[nH]c2c(Br)cc(Cl)cc2o1,7,23,8
Cc1ccc2c(c1)c(=O)c(-c1nc(-c3cccc(F)c3)no1)cn2C,2,3,1

4 entries drawn at random from the list so far:
SMILES	hcGAS lum	mcGAS lum	NPYLR7 ag
COc1ccc(C(=O)N=Nc2c(O)[nH]c3ccc(C)cc23)cc1	-7	-7	5
Cc1cc(N2CCN(CCc3ccncc3)CC2)nc(-c2cccnc2)n1	4	3	-3
Cc1ccc2c(C)c(C(=O)NCCSc3nncn3C)oc2c1C	-8	-11	7
CSc1ccc(C(=O)C2CCCN(C(=O)c3n[nH]c(=O)c4ccccc34)C2)cc1 (stereo not drawn)	-4	-15	4

Additional entries:
SMILES	hcGAS lum	mcGAS lum	NPYLR7 ag
C/C=C\COC1CCCN(C(=O)c2ccc(Cl)cc2Cl)C1 (stereo not drawn)	-3	-5	-3
COc1ccc2cc(C(=O)C3CCCN(CCCn4nnnc4C)C3)ccc2c1 (stereo not drawn)	-7	.	-4
O=C(NCc1nnnn1C1CCCCC1)NC1CCCCC1	-5	.	2
Cc1ccc(C)c(OCCC(=O)Nc2cccnc2)c1	-1	-2	1
CCOc1ncccc1C(=O)NC1CCSc2ccc(F)cc21 (stereo not drawn)	-6	.	-1
O=C(Cn1cnc2ccsc2c1=O)NCCSc1ccccc1	-7	-10	5
COC(=O)CCc1ccc(OCC(O)CNC(C)C)cc1 (stereo not drawn)	-4	.	-10
N#CC(=Cc1cc[nH]c1)C(N)=S	4	-3	-1
Cc1ccc(-n2nc(C(=O)NC(C)c3ccccc3)c(=O)n(Cc3ccccc3Cl)c2=O)cc1C (stereo not drawn)	-6	-10	-3
O=[N+]([O-])C([N+](=O)[O-])=S(c1ccccc1)c1ccccc1	-3	.	-5
O=C(CNC(=O)c1ccccc1)NCC(=O)N1CCOC(Cc2ccccc2)C1 (stereo not drawn)	-6	-6	-5
O=C(CSc1nc2c(c(=O)n1-c1ccccc1)SCC2)N1CCCCCC1	-11	.	-4
COc1ccc(Cn2ccnc2CNCC2CC2)cc1	-1	.	20
Cc1ccccc1C1SCC(=O)N1C(CC(C)C)C(=O)N1CCN(C)CC1 (stereo not drawn)	-2	2	-17
Cc1nc2n(c(=O)c1CCN1CCC(c3noc4cc(F)ccc34)CC1)CCCC2	-6&-9	.	27&-10
CC(C)NC(=O)C1(C)CCN1C(=O)c1ccc2ccccc2c1 (stereo not drawn)	-6	-3	-1
CCOC(=O)c1ccccc1NC(=O)c1cc2n(n1)C(C(F)(F)F)CC(c1ccccc1)N2 (stereo not drawn)	-6	.	-7
CC(CCCO)NC(=O)Nc1ccc(C#N)cc1 (stereo not drawn)	-6	-16	1
Cc1ccn2c(NC(=O)CC(C)(C)C)c(-c3ccc(Cl)cc3)nc2c1	0	-5	-6
CCCCCCCCCCCC[N+](C)(C)CCOc1ccccc1	-6	.	-16
CN(CC1CCCN(CCc2ccc(Cl)cc2)C1)C(=O)c1ccncc1 (stereo not drawn)	-5	-3	3
C=CCOCC(O)CN(CCC(C)C)Cc1c(-c2ccccc2F)noc1N1CCOCC1 (stereo not drawn)	-3	-3	7
Cc1onc(-c2ccccc2)c1C(=O)N1CCC(c2nc(-c3ccncc3)no2)CC1	1	-4	5
CCOC(=O)C(CC)Sc1nc2c(c(=O)[nH]c(=O)n2C)n1CC(O)COc1ccc(Cl)cc1 (stereo not drawn)	-10	.	14
Cc1nsc(N)c1C(=O)O	-2	.	-1
Carrying on:
SMILES	hcGAS lum	mcGAS lum	NPYLR7 ag
Cc1ccc2nc(SCc3cn4cccc(C)c4n3)[nH]c2c1	-4	.	5
Cc1ccc(-c2nc(CN(C)C3CCOC3)c(C)o2)s1 (stereo not drawn)	-4	-3	-10
Cn1c(=NN=C2CC3CC=CC23)sc2ccccc21 (stereo not drawn)	6	.	-3
O=C(NNS(=O)(=O)c1ccccc1Br)c1csc(N2CCOCC2)n1	0	-6	1
CCOc1ccccc1NC(=O)N(CCCOC)CC(=O)N(CCc1c[nH]c2ccccc12)Cc1ccc(C(F)(F)F)cc1	-6	-5	-2
CN(Cc1ccccc1)C(=O)C1(C)CCN1C(=O)C1(c2ccc(Cl)cc2)CCC1 (stereo not drawn)	3	0	-3
Cc1cnc(SCCN2CCOCC2)nc1C1CCCN(C(=O)Cc2c[nH]c3ccccc23)C1 (stereo not drawn)	-6	-9	23
O=C(CC1Oc2ccccc2NC1=O)OCc1ccc(C(F)(F)F)cc1 (stereo not drawn)	-11	.	-4
Cc1c(C(=O)NN2CCCCC2)nn(-c2ccc(Cl)cc2Cl)c1-c1ccc(I)cc1	-2	.	-3
CN(CC1OCCO1)C(=O)c1cc(-c2ccccn2)n[nH]1	-4	-4	1
Cc1noc(C)c1C1CCCN1Cc1ccc2c(c1)OCCO2 (stereo not drawn)	-8	.	10
O=C(NC(c1ccc(-c2ccccc2)cc1)c1cnccn1)C1CCN(Cc2cccc(Cl)c2)CC1 (stereo not drawn)	0	-1	0
COC(C)c1cccc(-c2cnc(-n3cnnc3)c(C)c2)c1 (stereo not drawn)	-8&-1	.	3&5
CCN(CC)C(=O)Nc1ccc(F)cc1OC(F)F	-7	.	1
O=C(NCCOc1ccc(F)cc1)c1ccoc1	-2	.	6
COc1cn(CC(=O)NCCc2ccccc2)c(CN2CCN(c3ccc(F)cc3)CC2)cc1=O	-5	-8	0
Cc1ccc(CNC(=O)CSc2sc3c(=O)[nH]c(=O)[nH]c3c2C#N)cc1	0	34	-6
O=C(N[C@@H]1CCCCC1NC(=O)C1CCN(C(=O)Cc2cccs2)CC1)c1ccc(F)cc1 (stereo partly drawn)	2	-4	7
CN1CCN(c2ccc(Br)cc2NS(=O)(=O)c2cccc(Cl)c2)CC1	-8	-17	3
Clc1ccc2c(N3CCc4nnc(C5CCCO5)n4CC3)ccnc2c1 (stereo not drawn)	3	-10	9
COc1ccc2c(c1OC)CN(C(=O)c1ccccc1-n1nc(C)cc1C)CC2	-1	.	1
COc1ncccc1C(=O)N1CCC(N2CCCC(C(=O)NC3CC3)C2)CC1 (stereo not drawn)	-6	.	-7
O=C(NCc1ccccc1)N1CCc2nc(-c3ccccc3)nc(N3CCOCC3)c2C1	-1	-5	19
CC(C)c1cnc(CN(C)S(=O)(=O)C(C)C)o1	-7	.	0
Cc1cc(CC(=O)NC2CCN(CC3CCCO3)CC2C)no1 (stereo not drawn)	-5	.	3
CCOC(=O)CSc1ncc(-c2ccccc2)c(-c2ccccc2)n1	-4	.	15
Cc1ccc(F)c(CN(C)Cc2cnn(C)c2C)c1F	-9	.	8
CC(Oc1ccccc1)C(=O)N1CCC(CCC(=O)Nc2ccccc2)CC1 (stereo not drawn)	-6	.	10
Cc1cccc(=O)n1CCCNc1ncnc2c1CCN(C(=O)C1CC1)C2	-5	-15	6
O=C(NCC1CCCN(C(=O)c2csc3c2CCCC3)C1)Nc1cccc(F)c1 (stereo not drawn)	-8	-16	-2
